Screening data: PubChem, NCI
All columns: NCI-60 one-dose screen, growth in % after 48 h at 10 µM unless noted; 100 = growth as untreated, 0 = no growth, -100 = all killed.
A498: A498 renal cancer cells. 5.4% of 76,000 active. AID 1794774
OVCAR-3: OVCAR-3 ovarian cancer; 7% of 79,000 active; AID 1794787
OVCAR-5: OVCAR-5 ovarian cancer. 2.9% of 82,000 active
SK-OV-3: SK-OV-3 ovarian cancer cells | 3.2% of 80,000 active | AID 1794785
RXF 393: RXF 393 renal cancer cells; 6.9% of 77,000 active; AID 1794773
OVCAR-8: OVCAR-8 ovarian cancer; 4.4% of 81,000 active; AID 1794782
IGROV1: IGROV1 ovarian cancer; 4.7% of 79,000 active; AID 1794786
ACHN: ACHN renal cancer | 4.9% of 81,000 active
OVCAR-4: OVCAR-4 ovarian cancer cells; 3.7% of 80,000 active; AID 1794784
* hit, by the source's call; / = not tested or not shown. How the source made its calls: active means growth percent below 10; inactive means the rest.

nr	canonical_smiles	SK-OV-3	OVCAR-8	OVCAR-4	ACHN	OVCAR-5	A498	OVCAR-3	RXF 393	IGROV1
1	CN1CCN(CCNC(=O)c2cccc(CN3c4cccc5c4C(=Cc4cccnc43)N(C)C5=O)c2)CC1	18	41	37	23	42	31	34	27	19
2	O=C(Nc1ccc(Cl)cc1)c1cccc([N+](=O)[O-])c1	79	93	75	92	88	77	90	98	66
3	CCCCCCCCCCCCCCCCCC(=O)N(CCO)C(=O)C[n+]1ccccc1	104	101	99	94	105	83	105	109	100
4	O=c1[nH]nc(-c2ccccc2)cc1Cc1cc2ccccc2[nH]c1=O	89	92	90	90	95	78	103	99	77
5	Brc1ccc(Oc2ccc(Nc3ncnc4onc(-c5ccccc5)c34)cc2)cc1	/	98	88	105	105	82	119	103	96
6	COc1ccc(N=[N+]([O-])c2ccc(OC)cc2)cc1	107	97	102	102	110	67	106	93	99
7	COc1ccc(NS(=O)c2ccc(OC)cc2)cc1 (centres undefined)	104	86	97	88	97	80	113	93	99
8	CC(=O)Nc1ccc(O)c(Br)c1	98	109	119	102	105	87	/	/	102

Additional compounds follow:
nr	canonical_smiles	SK-OV-3	OVCAR-8	OVCAR-4	ACHN	OVCAR-5	A498	OVCAR-3	RXF 393	IGROV1
9	O=P(CCc1ccccc1)(c1ccccc1)c1ccccc1	104	103	100	103	105	91	110	115	111
10	CC[n+]1ccc(C)c(C)c1	103	105	/	97	98	99	98	127	109
11	N#CCCCOc1ccccc1	107	97	113	101	107	100	122	115	124
12	Clc1ccc(Cn2c(-c3cccs3)nc3ccccc32)cc1	105	73	62	67	87	73	74	95	79
13	CCCCC/C=C/C/C=C/CCCCCCCCNC(=O)Nc1ccc(OCC)cc1	139	107	111	107	115	103	123	108	110
14	C#Cc1nc(/C=C/C(=O)c2nccn2C)cs1	-60*	27	34	-94*	-87*	-88*	-64*	/	-59*
15	Cn1cc(-c2nc(-c3cn(C)c4ncccc34)cs2)c2cc(Cl)ccc21	101	95	/	96	88	79	107	105	93
16	Clc1ccc2c(NCCCN3CCOCC3)c3oc4ccccc4c3nc2c1	98	32	65	19	40	34	74	29	26

Additional records follow.
nr	canonical_smiles	SK-OV-3	OVCAR-8	OVCAR-4	ACHN	OVCAR-5	A498	OVCAR-3	RXF 393	IGROV1
17	CC1CCC(n2cnc3c(Cl)ncnc32)O1 (centres undefined)	99	91	104	104	94	124	97	/	62
18	CC1=NN(c2nc(-c3ccco3)c(C#N)c(=O)n2C)C(=O)C1N=Nc1ccc(S(N)(=O)=O)cc1 (centres undefined)	195	108	85	104	109	95	82	106	111
19	CN(C)CCCN(CCC1CCCCC1)CCC1CCCCC1	97	81	71	66	83	59	35	71	40
20	Brc1cnc2ccccc2c1	111	104	118	98	96	99	100	121	107
21	CCCCCCCCCCCCNC(=S)N/N=C/c1ccc(NC(C)=O)cc1	108	104	95	102	106	96	/	105	109
22	N#Cc1nc(-c2ccc(F)cc2)oc1S(=O)(=O)N1CCCCC1	104	58	57	3.6*	96	112	-55*	55	60
23	COc1ccc(-n2ncn(Cc3cc(=O)oc4ccc5ccccc5c34)c2=O)cc1	83	90	94	85	100	103	112	100	99
24	COc1ccc(-c2c[nH]cc2-c2cc(OC)c3c(c2OC)OCO3)cc1	100	95	83	86	87	66	97	104	84

Random excerpt: two records from the list
nr	canonical_smiles	SK-OV-3	OVCAR-8	OVCAR-4	ACHN	OVCAR-5	A498	OVCAR-3	RXF 393	IGROV1
22	N#Cc1nc(-c2ccc(F)cc2)oc1S(=O)(=O)N1CCCCC1	104	58	57	3.6*	96	112	-55*	55	60
23	COc1ccc(-n2ncn(Cc3cc(=O)oc4ccc5ccccc5c34)c2=O)cc1	83	90	94	85	100	103	112	100	99

Following part:
nr	canonical_smiles	SK-OV-3	OVCAR-8	OVCAR-4	ACHN	OVCAR-5	A498	OVCAR-3	RXF 393	IGROV1
25	CN(C)c1ccc(-c2c(C#N)c(N)n(-c3cccc(C(F)(F)F)c3)c(=O)c2C#N)cc1	106	96	103	98	96	95	111	104	102
26	Nc1nc(Nc2cc(Cl)ccc2O)nc(-c2ccccc2)n1	112	104	101	99	112	79	109	124	107
27	Cc1c2ccccc2cc[n+]1C	116	115	111	115	111	99	128	128	106
28	CCN1CCN(CCCNc2nccc(-c3c(-c4ccc(F)c(O)c4)nc4sccn34)n2)S1(=O)=O	106	108	123	103	128	101	129	121	105
29	CCCCCCCCCCCCCCCCN=C(CC(=O)O)C(=O)O	105	107	35	105	116	96	107	101	89
30	Cc1nc2sc(C(=O)Nc3cccc(Cl)c3)c(N)c2cc1C(=O)c1ccc(C(F)(F)F)cc1	88	80	28	72	92	103	92	/	74
31	Clc1ccc(-n2ncc3c(NCCCN4CCOCC4)ncnc32)cc1	93	100	102	96	92	104	105	90	103
32	O=C(c1ccccc1)c1ccc(C2CCCCC2)cc1	92	98	95	97	95	78	99	100	100

(listing goes on)
nr	canonical_smiles	SK-OV-3	OVCAR-8	OVCAR-4	ACHN	OVCAR-5	A498	OVCAR-3	RXF 393	IGROV1
33	O=C1c2ccccc2-n2c(noc2=O)[C@@H]2CCCN12	88	105	108	112	104	99	109	122	108
34	CNc1c(Cl)c(Cl)cc(Cl)c1Cl	99	100	99	109	114	98	112	115	96
35	CCCN(CCC)C(=O)CCN1C(=O)/C(=C/c2ccc(O)cc2)SC1=S	109	97	102	103	110	67	110	98	94
36	Clc1cc(Cl)ncn1	96	105	111	112	106	112	107	116	110
37	COc1cc2c(/C=C3\C(=O)Nc4ccccc43)c(C(=O)O)[nH]c2cc1C	129	103	95	90	59	136	108	107	-10*
38	Cc1ccc2cccc(OC(=O)Nc3ccc(C)c(NC(=O)Oc4cccc5ccc(C)nc45)c3)c2n1	108	105	102	95	95	108	108	107	117
39	Cc1cccc(C)c1NCC(=O)Nc1ccccn1	90	103	98	92	103	112	98	108	85
40	CC(=O)OC[C@]12CC[C@@H](C)[C@H](C)[C@H]1C1=CC[C@@H]3[C@@]4(C)CCCNC(C)(C)[C@@H]4CC[C@@]3(C)[C@]1(C)CC2	75	80	77	73	66	80	79	87	77

Further structures follow.
nr	canonical_smiles	SK-OV-3	OVCAR-8	OVCAR-4	ACHN	OVCAR-5	A498	OVCAR-3	RXF 393	IGROV1
41	COC(=O)c1c(C)[nH]c2c3c(c(O)cc12)[C@H]1C[C@@H]2[C@@]4(C)CCCC(C)(C(=O)O)[C@@H]4CC[C@@]32C=C1C(C)C (some centres undefined)	/	102	102	93	95	104	109	108	99
42	O=C(c1ccc(Cl)cc1)N1CCN(c2ccccc2)CC1	/	109	106	99	96	/	113	119	117
43	COc1c2c(cc(O)c1C(C)=O)OC(C)(C)C=C2	108	104	117	107	111	/	114	121	114
44	CC(=O)O[C@H]1CC[C@]2(C)[C@H]3CC[C@@H]4[C@H]5[C@H](C)[C@]6(C)OC[C@]5(CC[C@@]4(C)[C@]3(C)CC[C@H]2C1(C)C)C[C@@H]6/C(C)=N\N	107	101	100	99	108	99	102	112	107
45	COc1cc(C(C)c2ccc3c(ccn3C)c2)cc(OC)c1OC (centres undefined)	18	11	37	28	63	9.0*	-16*	53	19
46	CCOC(=O)COc1nc(-c2cnccn2)cc(-c2cccs2)c1C#N	123	103	99	97	104	/	122	111	90
47	O=C(Nc1ccc(Br)cc1F)c1cc(-c2ccc(F)cc2F)ccc1O	82	74	75	90	97	62	92	102	78
48	CCCCCCCCCC1(C)NC(=O)NC1=O (centres undefined)	117	99	109	103	99	61	110	99	115

Full records, quoted from the list:
Results for `COc1cc(C(C)c2ccc3c(ccn3C)c2)cc(OC)c1OC` (centres undefined) = SK-OV-3 = 18; OVCAR-8 = 11; OVCAR-4 = 37; ACHN = 28; OVCAR-5 = 63; A498 = 9.0*; OVCAR-3 = -16*; RXF 393 = 53; IGROV1 = 19
Results for `O=C(Nc1ccc(Br)cc1F)c1cc(-c2ccc(F)cc2F)ccc1O` = SK-OV-3 = 82; OVCAR-8 = 74; OVCAR-4 = 75; ACHN = 90; OVCAR-5 = 97; A498 = 62; OVCAR-3 = 92; RXF 393 = 102; IGROV1 = 78
Results for `O=C(c1ccc(Cl)cc1)N1CCN(c2ccccc2)CC1` = SK-OV-3 = /; OVCAR-8 = 109; OVCAR-4 = 106; ACHN = 99; OVCAR-5 = 96; A498 = /; OVCAR-3 = 113; RXF 393 = 119; IGROV1 = 117

(next part)
nr	canonical_smiles	SK-OV-3	OVCAR-8	OVCAR-4	ACHN	OVCAR-5	A498	OVCAR-3	RXF 393	IGROV1
49	O=c1c2cc(F)ccc2sc2c(NCc3ccccc3)nc3ccc(Cl)cc3c12	100	104	90	101	97	72	107	116	95
50	Fc1ccc(Nc2nc3nonc3nc2Nc2ccc(I)cc2)cc1	-24*	4.0*	18	4.5*	37	-36*	9.8*	-10*	23
51	COc1ccccc1NC(=O)NNC(=O)c1ccncc1	104	100	110	105	106	/	113	117	111
52	NS(=O)(=O)c1ccc(C(=O)N/N=C/c2cccc(O)c2)cc1	102	99	102	106	94	98	/	97	95
53	FC(F)(F)c1cn(CC2CNC2)c2ncnc(Cl)c12	108	92	110	104	112	112	103	112	105
54	Oc1c(Cl)cc(CNc2ccccc2)cc1Cl	103	100	118	107	112	87	104	116	113
55	Cc1cc(C)n(C2=NCCN2)n1	98	91	117	104	105	112	104	101	109
56	CC(=O)c1cc(S(=O)(=O)n2cc(C(=O)C(=O)Nc3ccncc3)c3ccccc32)ccc1Cl	89	101	87	86	89	35	109	118	83

More entries
nr	canonical_smiles	SK-OV-3	OVCAR-8	OVCAR-4	ACHN	OVCAR-5	A498	OVCAR-3	RXF 393	IGROV1
57	CC(C)CSc1nc(N)nc2c1ncn2C1OC(CO)C(O)C1O (centres undefined)	103	110	109	95	93	/	116	99	93
58	CC(C)CCSc1nc(Nc2ccccc2)c(C#N)c(-c2ccc(F)cc2)n1	67	42	-18*	13	84	40	29	82	34
59	O=C(O)Cn1cc(/C=C2\C(=O)N(c3c(Cl)cccc3Cl)C3C=CC=CC23)c2ccccc21 (centres undefined)	106	92	99	102	103	139	115	102	102
60	N=C(N)c1ccc(-c2ccc(-c3ccc(Cl)cc3Cl)s2)cc1F	75	-35*	-25*	-100*	-7.4*	84	-79*	50	-88*
61	O=C(N/N=C/c1ccc(O)c(S(=O)(=O)O)c1)C(=O)N/N=C/c1ccc(O)c(S(=O)(=O)O)c1	95	102	/	107	102	107	117	117	101
62	C[N+]1(Cc2ccc(C[N+]3(C)CCCCCC3)cc2)CCCCCC1	113	111	/	106	114	85	111	133	124
63	Nc1nc(NC(=O)Nc2ccc(F)cc2)nn1-c1ccc(S(N)(=O)=O)cc1	99	101	108	104	102	109	92	102	104
64	CCN1CCN(C(=O)[C@]23CC[C@@H](C)[C@H](C)[C@@H]2C2=CC[C@@H]4[C@@]5(C)CCC(=O)C(C)(C)[C@@H]5CC[C@@]4(C)[C@]2(C)CC3)CC1	16	17	18	9.6*	-3.7*	-18*	17	-6.1*	15

Next section.
nr	canonical_smiles	SK-OV-3	OVCAR-8	OVCAR-4	ACHN	OVCAR-5	A498	OVCAR-3	RXF 393	IGROV1
65	CC1(C)C2CCC1(C)C(SC(=N)N)C2 (centres undefined)	91	101	101	99	101	/	99	102	125
66	CC(=O)c1cc(C(C)C)cc(CCC(C)C)c1C	97	111	114	102	97	88	107	/	119
67	O=C(c1ccccn1)N1CCN(C(=O)c2ccccn2)CC1	112	104	116	100	100	97	107	118	104
68	CCCCN(CCCC)CNC(=O)c1ccccc1	92	107	107	101	98	102	118	123	99
69	CC1CC=CCC1(CO)CO (centres undefined)	117	103	104	107	109	100	124	107	112
70	C=CCn1c(=O)n(C)c2c(=O)n(C)c(=O)n(C)c21	104	101	112	103	107	107	88	112	111
71	CC(=O)CC(=O)N1CCN(C(=O)CC(C)=O)CC1	102	109	102	107	107	117	106	103	110
72	COc1ccc(NC(=O)c2cc(-c3ccc(Cl)c(Cl)c3)oc2C)cc1	105	108	98	103	100	99	104	95	104
73	CC(CO)NC(Cc1ccccc1)c1ccccc1 (centres undefined)	103	/	102	98	95	89	96	111	86

Grouped by structure, those above containing two or more sulfur atoms (3)
nr	canonical_smiles	SK-OV-3	OVCAR-8	OVCAR-4	ACHN	OVCAR-5	A498	OVCAR-3	RXF 393	IGROV1
28	CCN1CCN(CCCNc2nccc(-c3c(-c4ccc(F)c(O)c4)nc4sccn34)n2)S1(=O)=O	106	108	123	103	128	101	129	121	105
35	CCCN(CCC)C(=O)CCN1C(=O)/C(=C/c2ccc(O)cc2)SC1=S	109	97	102	103	110	67	110	98	94
61	O=C(N/N=C/c1ccc(O)c(S(=O)(=O)O)c1)C(=O)N/N=C/c1ccc(O)c(S(=O)(=O)O)c1	95	102	/	107	102	107	117	117	101
